HIF activator: HIF pathway transcriptional activation; activation, % at 7.5 µM (by protocol); U2OS HRE-luciferase reporter, luminescence; normalized: DMSO 0%, desferrioxamine 100%; AID 1910; 300,000 tested, 0.32% active;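 active = mean activation of at least 10% of the iron chelator positive control signal, with at least half of replicates also reaching 10%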
aSyn UTR inh: MLPCN primary screen, SNCA 5' untranslated region. alpha-synuclein 5'UTR reporter, inhibitor activity. inhibition, % (tested at 7.5 µM). 300,000 tested, 0.82% active. AID 1813; in the data active = inhibition above about 60%;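 note: H4 neuroglioblastoma cells stably carrying SNCA 5'UTR luciferase fusion; 0% = DMSO wells and 100% = positive control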
HSP90 refold inh: blocks HSP90-mediated luciferase refolding in reticulocyte lysate | inhibition, % at 5.6 µM | Rabbit reticulocyte lysate, luciferase refolding luminescence, 3 h | 290,000 tested, 0.91% active;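 active = inhibition above the screen-wide mean plus 3 SD, computed separately per campaign, cut at about 16% in these data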;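 note: 0% = DMSO wells and 100% = 60 µM geldanamycin wells; inhibitors lower the luminescence because luciferase stays unfolded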
Platelet DG rel: platelet dense granule release activity; inhibition, %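 (compounds screened at 7.5 µM in platelet-rich plasma)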; 300,000 tested, 0.22% active; human platelet-rich plasma, SFLLRN dense granule ATP release, luminescence; AID 1663;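 active = mean replicate score, as percent of positive control, at or above 50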
HSF1 inhib: HSF1 inhibition. NIH3T3-HGL HSE-luciferase, MG132-induced, luminescence 8 h; stronger effect = lower value. activity change, negative = inhibition, % at 7.5 µM (by protocol). 300,000 tested, 0.77% active;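 active = more than half of replicate wells show activity change below -50%, luminescence cut by over half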;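 note: luciferase reports HSF-1 transcriptional activity via heat shock element; 0% = median of DMSO wells and -100% = zero luminescence signal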
AI-2 QS modul: Vibrio harveyi AI-2 quorum sensing modulation; Vibrio harveyi JMH597 AI-2 luminescence/OD600 ratio, 9 h; stronger effect = lower value; strain lacks LuxN and CqsS sensors; 0 = neutral-control median; activity change, % at 7.5 µM; 300,000 tested, 0.4% active; AID 2094; in the data active = activity change below about -75%, passing the limit was not always enough;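 note: luminescence divided by OD600 gain over 9 h not by final OD600 alone; inactives centre near 13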
HDAC3 inh: inhibitors of human histone deacetylase 3. O15379. recombinant HDAC3, fluorogenic peptide/trypsin coupled, fluorescence. inhibition, % at 8.3 µM. 320,000 tested, 0.15% active. AID 2718; in the data active = inhibition above about 26%, passing the limit was not always enough
Target sequence (O15379 whole entry, looked up): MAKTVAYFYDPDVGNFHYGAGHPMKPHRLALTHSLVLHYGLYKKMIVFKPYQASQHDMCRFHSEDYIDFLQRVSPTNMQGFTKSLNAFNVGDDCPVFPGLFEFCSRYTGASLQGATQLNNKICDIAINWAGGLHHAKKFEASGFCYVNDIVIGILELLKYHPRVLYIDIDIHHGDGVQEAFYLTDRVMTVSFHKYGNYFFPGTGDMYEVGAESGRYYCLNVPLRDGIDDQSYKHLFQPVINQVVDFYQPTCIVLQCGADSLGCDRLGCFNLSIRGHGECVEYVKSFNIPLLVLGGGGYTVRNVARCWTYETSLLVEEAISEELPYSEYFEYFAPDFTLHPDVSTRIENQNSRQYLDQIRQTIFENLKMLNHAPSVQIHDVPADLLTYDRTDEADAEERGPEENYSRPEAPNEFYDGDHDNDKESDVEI
HSF-1 act: increases HSF-1 driven luciferase reporter signal; NIH3T3-HGL HSF-1 luciferase reporter, MG132, 8 h; 100% = twice DMSO control signal; 300,000 tested, 1.7% active; activation, % at 9 µM;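 active = mean replicate activation of at least 50% with a set share of replicates each reaching 50%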;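 note: 0% = median of the neutral control wells and 100% = twice that signal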
IEC-6 cytotox: counter-screen for KLF5 inhibitors: cytotoxicity in IEC-6 cells | IEC-6 cytotoxicity, luminescence viability | inhibition, % at 5 µM | 290,000 tested, 0.78% active | AID 1825; in the data active = inhibition above about 22%;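 note: 0% = plate median of test compound wells and 100% = cytotoxic reference compound wells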
KLF5 inhibitor: kruppel-like factor 5 inhibition; DLD-1 KLF5 promoter-luciferase reporter, luminescence; inhibition, % at 5 µM; 290,000 tested, 0.23% active;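 active = inhibition above a per-plate limit of that plate's mean compound inhibition plus 3 SD, cut at about 60% in these data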;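 note: 0% = DMSO wells and 100% = LY294002 at 200 µM; higher means less KLF5 promoter-driven luciferase light; inactives centre near -14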
Numbers without * were called inactive; x = no result given; & = joins results of further samples.

SMILES	HIF activator	aSyn UTR inh	HSP90 refold inh	Platelet DG rel	HSF1 inhib	AI-2 QS modul	HDAC3 inh	HSF-1 act	IEC-6 cytotox	KLF5 inhibitor
CCn1c2ccccc2c2cc(NC(=O)COC(=O)c3cccc(S(=O)(=O)NC)c3)ccc21	-0.1	0	0	-16	7	36	-2	6	5	-33
COc1cc(OC)cc(C(=O)NC2CCCCCCC2)c1	-24	-7	0	-14	5	21	1	10	6	-22
Cc1ccnc(NC(=O)CCCOc2cc(=O)n(C)c3ccccc23)c1	1.0	-23	-1	-4	20	-2	7	29	-4	50
CC(C)Cc1ccc(S(=O)(=O)Nc2cccnc2)cc1	0.6	-1	5	3	-3	x	2	22	4	-9
COc1cc(Cl)c(C)cc1NC(=O)COC(=O)c1cc[n+]([O-])cc1	-0.5	6	-2	12	-2	22	4	-4	-10	-1
COc1ccc(C(=O)Nc2nnc(C3=COCCO3)o2)cc1OC	0.1	-13	6	20	-1	11	9	-17	3	-25
CCOc1ccccc1C1CC(c2cccc(NS(C)(=O)=O)c2)=NN1C(=O)c1ccccc1 (stereo not drawn)	0.1	0	-1	8	6	36	9	7	9	4
COCC1CCN(Cc2cn(C)nc2-c2cccc(Cl)c2)C1 (stereo not drawn)	-0.2	2	3	18	-4	14	7	4	3	-26
COc1cc2ccccc2cc1C(=O)Nc1ccccc1N1CCCC1	-0.9	1	x	5	5	18	-2	-20	x	x
Cc1cccc(/C=C2\Sc3ccc(C(=O)N4CCC(C)CC4)cc3N(C)C2=O)c1	-0.1	5	7	1	0	21	14	21	-3	-20
Cc1ccc(Nc2c3c(nc4ncnn24)CCC3)cc1	0.4	44	-7	13	-4	-17	0	-1	3	7
CCOC(=O)N1CCN(C(=O)c2c(O)c3cccc4c3n(c2=O)CC4)CC1	1.7	-2	-1	9	-2	-6	-3	-2	3	-22
CC(=O)C1=NN(c2ccccc2)C2(S1)S/C(=C\c1ccccc1)C(=O)N2c1ccccc1 (stereo not drawn)	0.3	-4	2	2	2	11	9	-4	-2	8
O=S(CCc1ccncc1)Cc1ccccc1 (stereo not drawn)	0.1	17	-1	2	-5	10	-4	2	-1	-32
CNC(=O)c1ccc(Nc2nnc(C)c3ccccc23)cc1	-0.5	-16	-1	1	6	4	3	-7	2	0

Profiles from above. Order of screens: HIF activator | aSyn UTR inh | HSP90 refold inh | Platelet DG rel | HSF1 inhib | AI-2 QS modul | HDAC3 inh | HSF-1 act | IEC-6 cytotox | KLF5 inhibitor
COc1ccc(C(=O)Nc2nnc(C3=COCCO3)o2)cc1OC is entered as 0.1 | -13 | 6 | 20 | -1 | 11 | 9 | -17 | 3 | -25
Cc1ccnc(NC(=O)CCCOc2cc(=O)n(C)c3ccccc23)c1 is entered as 1.0 | -23 | -1 | -4 | 20 | -2 | 7 | 29 | -4 | 50

Later entries.
SMILES	HIF activator	aSyn UTR inh	HSP90 refold inh	Platelet DG rel	HSF1 inhib	AI-2 QS modul	HDAC3 inh	HSF-1 act	IEC-6 cytotox	KLF5 inhibitor
O=c1onc(-c2c(F)cccc2F)n1-c1ccccc1Cl	-0.5	-16	-2	5	-2	16	-5	-5	3	-29
COc1ccc(CNC(=O)OCc2nccnc2C(=O)Nc2ccc(Br)cn2)cc1	0.3	5	-1	-16	-1	-6	-1	15	3	-31
COc1cccc(-c2nc(CS(=O)CC(=O)NCc3ccc4c(c3)OCO4)c(C)o2)c1 (stereo not drawn)	0.0	29	0	2	9	22	0	10	0	-3
O=C(COC(=O)CCc1nc2ccccc2s1)NC(=O)NCc1ccco1	-0.2	-16	7	2	-5	13	14	8	-5	-15
CN(C)c1ccc(NC(=O)CCN2CCN(c3ccccn3)CC2)cc1	0.2	-9	-6	-32	-23	32	0	-42	-2	-40
COc1ccccc1CCc1nnc(CCC(=O)NCC(C)Oc2cccnc2)o1 (stereo not drawn)	0.0	-31	-1	3	-6	9	-5	4	-2	-15
Cc1ccc(NS(=O)(=O)c2ccc(CCC(=O)NCc3ccccn3)cc2)cc1	0.1	-11	-2	-1	-4	33	2	1	-6	-21
CC1=C(C)C(O)N(Cc2ccccc2)C1=O (stereo not drawn)	0.0	-9	1	6	19	13	-4	46	3	-18
O=C(CSC1=NCCS1)NC1CCCC1	0.0	1	-2	1	-8	6	-9	-7	-4	-17
Cc1nc2nc(SCc3nc4ccccc4[nH]3)[nH]c2cc1Br	0.4	34	4	0	-21	-2	7	-38	11	15
Cc1ccc(C(C(=O)NC(C)(C)C)N(Cc2cccnc2)C(=O)C(=O)NC2CCCCC2)o1 (stereo not drawn)	-1.3	-37	2	-9	8	-14	-7	7	2	-19
CN(C)c1ccc(C(=O)NCC(c2cccs2)N2CCOCC2)cc1[N+](=O)[O-] (stereo not drawn)	-0.1	-9	x	16	-12	20	8	-28	x	x
CN(C)CC(O)COC(c1ccccc1)c1ccccc1 (stereo not drawn)	0.0	8	2	3	1	14	-8	-2	6	-20
CCC(=O)N(CCc1ccccc1)Cc1cc2ccc(OC)cc2[nH]c1=O	-14	-3	2	2	-3	36	-4	9	0	-31
O=C(NC1CCCC1)C(c1ccccc1)N(C(=O)c1ccno1)c1cccnc1 (stereo not drawn)	0.3	-7	2	-4	-6	20	8	-8	4	11
Cc1nnc(SCc2nc3ccccc3s2)n1-c1ccccc1	2.7	-195	4	-1	7	22	-5	12	2	-42
O=C(Nc1ccc(O)cc1)c1c(O)c2c([nH]c1=O)CCCC2	3.6	-131	-5	-3	18	4	x	43	-8	-108
O=C(N/N=C/c1ccc([N+](=O)[O-])s1)c1ccncc1	-0.6	-64	0	3	50	-87*	-3	61*	-4	-9
N#CC1=C(S)N(c2ccccc2)C(c2ccc(-c3cccc(Cl)c3)o2)NC1=O (stereo not drawn)	0.1	-11	7	-1	-7	51	9	-9	8	-16
Cc1cc(C)cc(OCC(=O)Nc2ccc(N3CCN(C(=O)c4ccco4)CC3)cc2)c1	-0.2	33	-1	7	2	18	1	4	1	-46
COc1cc2cc(C#N)c(SCC(=O)Nc3cc(C)on3)nc2cc1OC	-0.2	-1	1	0	-1	11	-1	11	0	-13
COc1ccc(NC(=O)N[C@@H](CCSC)C(=O)O)cc1OC	0.1	27	1	1	-9	5	3	-8	-1	-26
O=C(OCCN1CCN(C2=NS(=O)(=O)c3ccccc32)CC1)c1ccccc1F	-0.3	11	3	5	-5	14	6	-14	-4	-4
COCCSc1nnc(-c2cnccn2)o1	0.0	0	0	-2	-6	31	-1	17	-6	-15
CC(=O)Nc1ncc(Cc2cccc(Cl)c2)s1	0.2	4	2	-3	-2	33	3	-8	-1	2
COc1ccc(-c2cn(-c3ccccc3)c3[n+]2CCS3)cc1	0.9&0.0	-7&-31	2&3	-12&-3	-12&-10	13&15	5&-2	-17&0	10&6	-13&-6
Cc1ccc(NC(=S)N2CCCCC2)cc1C	2.1	-44	1	-3	-26	1	-3	-29	0	-11
C=CCOC(=O)C(C#N)c1nc2ccccc2nc1N1CCC(C(=O)OCC)CC1 (stereo not drawn)	-1.4	18	2	1	7	16	4	3	-1	6
COc1ccc(NC(=O)c2cn(C)c(=O)c3cc(OC)c(OC)cc23)c(OC)c1	0.8	16	4	7	-13	-12	5	-18	11	-14
CC(=O)c1ccc(S(=O)(=O)N2CCc3ccccc3C2)cc1	1.1	8	-5	10	-1	18	-3	2	-2	-19
COC(=O)c1nnn(-c2nonc2N)c1CSc1nc2ccccc2s1	-0.2	12	3	-2	0	0	7	20	4	-3
CCOC(=O)N1CCC(NC(=O)CCC(=O)N2CCOc3ccccc32)CC1	-0.4	-10	-2	-9	-6	14	8	-6	-5	5
COc1ccc(/C=N/NC(=O)c2ccn[nH]2)cc1CN1CCOCC1	0.4	15	0	0	-5	16	7	0	-6	-49
COC(=O)CCCC1=CC2=CC(=O)C(C)(OC(=O)c3cccs3)C(=O)C2=CN1Cc1ccc2c(c1)OCO2 (stereo not drawn)	19*	7	x	-2	3	9	6	-16	x	x
COCCn1c(SCC(=O)Nc2ccc3c(c2)OCCO3)nnc1-c1c[nH]c2ccccc12	x	x	0	x	x	x	-4	x	-7	-36
CC(C)c1ccc(C2/C(=C(/O)c3ccccc3)C(=O)C(=O)N2CCCN2CCOCC2)cc1 (stereo not drawn)	0.2	3	1	-5	-7	15	1	2	8	-15
C=C1CCN([C@@H](CC(C)C)C(=O)NCc2ccccc2)S(=O)(=O)c2ccccc21	-3.4	24	x	1	4	32	-1	27	x	x
COc1cccc(CC(NC(C)=O)C(=O)NC2CCN(S(=O)(=O)c3ccc(NC(C)=O)cc3)CC2)c1OC (stereo not drawn)	0.3	-8	0	6	-2	2	0	0	10	-49
Cc1ccc(C(=O)NNC(=O)C2CCCN(c3ncccn3)C2)cc1 (stereo not drawn)	0.2	1	1	-4	-10	5	-5	5	0	-16
CCc1cccc(CC)c1NC(=O)Cn1c(-c2ccc(F)cc2)noc1=O	-13	-45	2	-15	-4	10	3	2	-6	-38
CCCCn1c(N)c(N(CC)C(=O)c2cc(S(=O)(=O)N3CCN(CC)CC3)ccc2Cl)c(=O)[nH]c1=O	0.1	0	-2	19	-2	16	-1	-6	4	-16
[O-][n+]1onc2c1CCC(=N/O)/C2=N\Nc1ccccc1	0.7	-24	6	1	-5	4	1	7	-3	-30
Cc1ccc(S(=O)(=O)Nc2nonc2C)cc1	-0.4	-23	-1	-1	1	20	2	-11	1	-5
COc1cccc2c(=O)c3ccoc3n(C)c12	-0.1	-6	1	3	-1	30	-1	5	-1	-34
CC(C)(C)C(=O)c1cn(CC(=O)O)c2ccccc12	0.0	-9	-3	-1	-9	9	-10	-16	-3	-16
CCC(C)(C)NC(=O)C(C)OC(=O)c1nsc(Cl)c1Cl (stereo not drawn)	-0.3	-6	1	2	-6	14	-2	-13	-1	-47
O=C(NCCCNC(=O)c1ccc(Cl)cc1Cl)c1ccco1	-0.7	-3	2	-1	-2	-4	6	-4	2	-22
O=C1CN(C(=O)COC(=O)c2ccccc2O)c2ccccc2N1	0.0	-14	-4	11	-1	11	x	-9	-7	-16
CCn1ncc(Cl)c1C(=O)NC(C)c1ccccc1 (stereo not drawn)	x	-40	-2	0	-3	28	1	-6	1	-8
COc1cccc(/C=N/NC(=O)c2cc(C34CC5CC(CC(C5)C3)C4)[nH]n2)c1	-0.3	2	-1	-2	-6	34	9	0	-1	-23
COCCn1c(=O)[nH]c(=O)c2cc(C(=O)c3cc(Cl)ccc3O)cnc21	-0.5	-5	5	0	1	21	-3	2	5	-7
CCOC(=O)CC1C(=O)NCCN1S(=O)(=O)c1ccc(NC(C)=O)cc1 (stereo not drawn)	-0.5	1	-2	-33	-3	19	-2	-6	-1	-27
Cc1ccc(S(=O)(=O)NNC(=O)c2ccccc2-n2cccc2)cc1	0.0	39	1	2	-6	3	4	-21	3	-6
CCCN(c1ccc(C(C)C)cc1)S(=O)(=O)c1c(C)noc1C	0.5	5	1	0	8	17	10	16	-4	-24
COc1ccc(NC(=O)C(CCSC)NC(N)=O)cc1NS(=O)(=O)c1ccc(F)cc1 (stereo not drawn)	-2.1	22	7	-6	-1	19	0	-5	-1	-27
C=CC#CC1(O)CC(C)[N+](C)(C)CC1C (stereo not drawn)	0.3	-9	-2	-7	3	74	17	4	-6	8
O=C1NC(CCc2ccccc2)C(=O)N1CCOc1cccc(Br)c1 (stereo not drawn)	-0.2	-4	0	4	-13	-5	5	4	4	-17
C/C(=N\NC(=O)c1nnn(-c2nonc2N)c1-c1ccc2c(c1)OCO2)c1ccc(C)cc1	-0.4	10	0	19	4	18	-2	11	1	-32

Compound activity from PubChem.
